Myeloid diff 2 – induction of myeloid progenitor differentiation, primary screen, cell-based, flow cytometry, MLPCN library | 360,000 tested, 1% active | calls only at 10 µM | ER-HoxA9 myeloid progenitors, lysozyme-GFP differentiation;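 active = normalized GFP-positive differentiation at or above the plate's own cutoff, the solvent-only control mean plus 3 SD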;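 note: cells exposed to compound for four days before flow analysis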
Hep lipid drop – inhibitors of hepatocyte lipid droplet formation, primary screen, imaging, high-throughput imaging, BODIPY stain; AML12 mouse hepatocytes, oleate lipid droplets; inhibition, % at 6.5 µM; 240,000 tested, 0.4% active; AID 1656, 2009;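 active = lipid droplet intensity inhibited by at least 50%, with more than 500 cells counted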
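Test system: AML12 mouse liver cells; schedule: overnight exposure; technique: high-content imaging of BODIPY-stained droplets and DAPI nuclei; read-out: % inhibition of corrected integrated BODIPY droplet signal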
b-catenin transl – modulators of beta-catenin nuclear translocation, primary screen, imaging, HeLa cells, immunofluorescence, high-content | nuclear translocation activity, % at 5 µM | 190,000 tested, 0.3% active | AID 1665, 2009;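 active = nuclear translocation activity above 50% at 5 µM, with a well cell count of 50 or more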;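 note: per-cell ratio of nuclear to cytoplasmic median beta-catenin stain intensity; plate controls were DMSO negative control for no effect and GSK-3 inhibitor IX positive control for full effect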
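Test system: human HeLa cells, endogenous beta-catenin. Times: 24 h compound exposure, 37°C. Measured by: beta-catenin immunofluorescence imaging with DAPI.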
T cell HTS – modulators of CD8 T cell-vesicle binding, primary screen, mouse 2C CD8+ T cells, flow cytometry. 2C CD8+ T cell-vesicle binding; active compounds read low. calls only at 7 µM. 330,000 tested, 0.068% active;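 active = response, share of CD8 T cells binding vesicles, and their 90th percentile fluorescence all below set limits, cut at about 80% in these data, passing the limit was not always enough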
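Material: 2C TCR transgenic mouse naive CD8+ T cells, MACS-purified. Also added: QL9-charged Drosophila Ld/ICAM-1/B7-1 vesicles. Timing: binding 1.5 h at 37 °C. Measured by: high-throughput flow cytometry with anti-B7-1 and anti-CD8 staining. Read-out: percent CD8+ FL2 mean versus row control. Controls: Unloaded micro-vesicles (low), QL9 vesicles with 0.7% DMSO (high).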
MT stabilizer – microtubule stabilizers in HeLa cells, primary screen, imaging, high-content imaging; % tubulin-high responders, % at 10 µM; AID 2205, 2009; 200,000 tested, 0.83% active; HeLa tubulin immunostaining HCS, 24 h; share of cells brighter than vehicle mean+2SD;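 active = plate Z-score above 3 for both tubulin-high and condensed-nucleus cell shares, with cell loss under 80%, at 10 µM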;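 note: anti alpha tubulin signal scored within the nucleus-defined area of each cell; some results filed as inactive read as strong as hits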
Autophagy HCS – autophagy modulators in MEF cells, primary screen, imaging, high-content, MEF GFP-LC3; MEF GFP-LC3 puncta imaging; test concentration mostly 10 µM; calls only at 10 µM (by protocol); 190,000 tested, 0.98% active;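 active = percentage of spot-positive cells more than 3 SD above its plate mean, without a fluorescence outlier flag or 80% toxicity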;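 note: spot-positive cell cutoff set from DMSO-treated cells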
WT yeast gro inh – growth inhibition of WT strain, primary screen, mitochondrial fusion inhibitor project, WT and mutant strains, chemical genetic; mitochondrial fusion phenotypic screen; inhibition, % at 10 µM; 190,000 tested, 2.1% active; AID 1362, 2008; in the data active = inhibition above about 58%; tested in S. cerevisiae
West Nile antiviral – West Nile virus antiviral activity, cell-based, CPE readout (AID 1621); one-dose CPE inhibition, % at 10 µM; IC50 in µM for titrated hits; 290,000 tested, 0.02% active; West Nile virus-infected cells, CPE inhibition; higher % means a stronger effect; in the data active = a potency from the dose series; note: strong numbers were not always called active
Insulin prom up – insulin promoter activators in MIN6 cells, imaging, high-content screening, mouse beta cells | MIN6 insulin promoter-GFP reporter; active compounds read high | z-score at 5 µM | 190,000 tested, 0.3% active | AID 1625, 2009;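 active = z-score above 3 at 5 µM with at least 500 cells counted in the well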
WT yeast gro inh mutant strain – recorded beside WT yeast gro inh, whose call it bears; inhibition, %; mitochondrial fusion phenotypic screen, mutant strain inhibition
Insulin prom up cell count – also measured in Insulin prom up; calls as there; cell count; measured here: cytotoxicity, nuclei count;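 total cells summed across four imaged fields per well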
Hep lipid drop cells 6.5 µM – recorded beside Hep lipid drop, whose call it bears; cell count; measured here: cell count, cytotoxicity flag;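 cells counted across two imaged fields per well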
b-catenin transl cell count 5 µM – recorded beside b-catenin transl, whose call it bears; cell count; measured here: cell count, cytotoxicity flag
T cell HTS vesicle-bound % – further read-out of T cell HTS, marked with its call; double positive events, %; measured here: CD8+ vesicle-bound cell fraction;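 binding gate set so that unloaded-vesicle control wells show 10% double positive cells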
MT stabilizer Hoechst-high % – second read-out of MT stabilizer, no call of its own (marks repeat the call); % Hoechst-high responders; measured here: nuclear condensation Hoechst responders;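 share of cells brighter than vehicle mean plus two SD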
MT stabilizer cytotoxicity % – second read-out of MT stabilizer, no call of its own (marks repeat the call); toxicity, %; measured here: cytotoxicity by cell density;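 0% = mean cell density of plate MIN control wells and 100% = no cells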
Autophagy HCS cell loss 18 h – recorded beside Autophagy HCS, whose call it bears; toxicity, %; measured here: cell loss, nuclei count;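 cell loss after 18 h compound exposure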
Myeloid diff 2 GFP+ MAC1+ % – also measured in Myeloid diff 2; calls as there; GFP+ MAC1+ double positive, %; measured here: differentiation confirmed by MAC1 staining
* = called active by the depositor; i = inactive; nt = no result given; + = active, no number.

SMILES | Myeloid diff 2 | Myeloid diff 2 GFP+ MAC1+ % | Hep lipid drop | Hep lipid drop cells 6.5 µM | b-catenin transl | b-catenin transl cell count 5 µM | T cell HTS | T cell HTS vesicle-bound % | MT stabilizer | MT stabilizer Hoechst-high % | MT stabilizer cytotoxicity % | Autophagy HCS | Autophagy HCS cell loss 18 h | WT yeast gro inh | WT yeast gro inh mutant strain | West Nile antiviral | Insulin prom up | Insulin prom up cell count
COc1ccc(-c2ccc(/C=C(\NC(=O)c3ccccc3)C(=O)N3CCOCC3)o2)cc1 | i | 0.2 | -10 | 417 | -0.5 | 1551 | i | 27 | 1.5 | 1.3 | 6.8 | i | -1 | -1 | -3 | -0.2% | 0.31 | 1391
COC(=O)c1cc(OC)c(OC)cc1NC(=S)N1CCN(Cc2ccccc2)CC1 | i | 6.8 | -5 | 624 | -0.9 | 1105 | i | 31 | 4.7 | 2.5 | 8.3 | i | 16 | 13 | 40 | -0.2% | 0 | 1981
Cc1cccc(C)c1-n1c(C)cc(/C=N/NC(N)=S)c1C | i | 1.1 | nt | nt | nt | nt | i | 36 | 3.9 | 1.2 | 1.9 | i | -2 | 54 | 45 | 0.1% | 0.53 | 927
O=C(Cn1cc(C(F)(F)F)cc(Cl)c1=O)Nc1ccc(N2CCOCC2)cc1 | i | 0.2 | 4 | 683 | -2.0 | 1080 | i | 49 | 6.0 | 2.0 | 12 | i | 6 | -23 | 15 | 0.1% | 0.5 | 1206
c1ccc(-c2noc(-c3cccs3)n2)nc1 | i | 1.8 | -2 | 757 | -0.5 | 1139 | i | 24 | 2.0 | 1.9 | 4.9 | i | -1 | 14 | -6 | -0.1% | nt | nt
CC(=O)NCCNC(=O)c1ccc(NC2=NC3CS(=O)(=O)CC3S2)cc1 (stereo unspecified) | i | 0.9 | 5 | 756 | 0.6 | 1245 | i | 26 | nt | nt | nt | nt | nt | nt | nt | 0.3% | -0.09 | 1027
CCOc1ccccc1NC(=O)NCc1ccco1 | i | 0.2 | 13 | 698 | -0.1 | 1359 | i | 21 | nt | nt | nt | nt | nt | nt | nt | 0.1% | 0.08 | 1048
O=C(CCSCCc1ccccn1)Nc1nccs1 | i | 2.6 | nt | nt | nt | nt | i | 20 | 3.7 | 3.7 | 4.2 | i | 3 | 8 | 5 | -0.4% | -0.84 | 1019
Cc1ncc([N+](=O)[O-])n1CC(=O)NCc1ccccc1 | i | 8.1 | nt | nt | -0.5 | 1311 | i | 19 | 1.4 | 1.4 | 6.9 | i | -3 | -7 | 2 | 0.0% | 0.15 | 1625
O=C(Nc1ccc(N2CCCC2)cc1)c1ccc(Br)o1 | + | 1.1* | -1 | 795 | -3.5 | 1197 | i | 15 | 2.5 | 1.6 | 8.0 | i | 5 | 7 | 3 | -0.5% | -0.69 | 1122
Cc1nc(N)c(Cc2ccc(Cl)cc2Cl)c(N)n1 | i | 0.1 | nt | nt | -1.1 | 1051 | i | 45 | 2.1 | 1.1 | 3.7 | i | 10 | 10 | -1 | -0.8% | -0.4 | 1154
Cn1c(=O)c2c(nc(NN=C3CCCCC3)n2C)n(C)c1=O | i | 0.1 | 0 | 735 | -0.5 | 1106 | i | 45 | 1.7 | 1.6 | 5.0 | i | 25 | -8 | 6 | -0.3% | -0.27 | 1157
CCOC(=O)c1ccc(Oc2nc(SC)nc(N(C)C)n2)cc1 | i | 0.5 | -13 | 758 | -1.3 | 1069 | i | 22 | 2.0 | 1.9 | 4.8 | i | -7 | 1 | -3 | 0.4% | -1.3 | 1286
N#C/C(=C\c1ccc(F)c(Br)c1)C(=O)NC1CC1 | i | 0.4 | 19 | 692 | nt | nt | i | 65 | nt | nt | nt | nt | nt | nt | nt | -0.5% | nt | nt
O=C(O)c1ccccc1Nc1ccnc(Cl)n1 | i | 1.1 | 1 | 708 | 0.0 | 1252 | i | 45 | nt | nt | nt | nt | nt | nt | nt | -0.1% | -0.69 | 1031
N#Cc1nc(Cc2ccccc2)oc1NCCc1ccccc1 | i | 0.6 | -4 | 764 | -2.2 | 1166 | i | 53 | 3.8 | 1.0 | 8.0 | i | -13 | -2 | 2 | -0.4% | 0.23 | 1131
CCCCn1ccnc1C(=O)c1cc(S(=O)(=O)N2CCOCC2)ccc1C | i | 7.8 | -14 | 720 | nt | nt | i | 2 | 1.0 | 1.3 | 10 | i | -5 | -2 | -46 | nt | -1.9 | 846
C=CCNc1ncnc2c1[nH]c1ccc(C)cc12 | nt | nt | -12 | 641 | 0.0 | 1063 | i | 21 | 5.1 | 1.6 | 0.5 | i | -12 | -5 | 2 | -1.0% | -0.51 | 1042
CN1C(=O)Cc2cc(S(=O)(=O)N3CCN(c4ccc(Cl)cc4)CC3)ccc21 | i | 1.0 | 11 | 747 | nt | nt | i | 28 | nt | nt | nt | nt | nt | nt | nt | 0.1% | nt | nt
C=CCn1c(SCc2cc(=O)n3ccsc3n2)nc2ccccc2c1=O | i | 0.6 | -2 | 693 | -0.8 | 963 | i | 8 | 2.4 | 3.8 | 3.3 | i | -4 | 1 | 0 | 0.4% | 0.86 | 1664
COC(=O)C1ON2OC(C(=O)OC)C(C(=O)OC)C2C1CC(C)=O (stereo unspecified) | i | 6.7 | nt | nt | -1.0 | 1223 | i | 28 | 6.0 | 1.4 | 3.1 | i | 9 | 3 | -9 | -0.2% | 0.33 | 1141
N=C1/C(=C/c2ccc(Br)o2)C(=O)N=C2SC(CC(=O)N3CCCC3)=NN12 | i | 3.4 | 8 | 709 | nt | nt | i | 39 | nt | nt | nt | nt | nt | nt | nt | 0.8% | nt | nt
CC1C(=O)C(C)C(c2ccccc2F)NC1c1ccccc1F (stereo unspecified) | i | 0.3 | 1 | 842 | nt | nt | i | 18 | nt | nt | nt | nt | nt | nt | nt | -0.3% | nt | nt
COc1ccc(C(=O)COC(=O)c2ccc3ccccc3n2)cc1 | i | 0.4 | 14 | 605 | -0.5 | 1281 | i | 43 | 3.8 | 2.1 | 3.1 | i | 7 | 16 | 7 | -0.3% | 0.18 | 1385
c1csc(C2=Nn3c(nnc3-c3ccncc3)SC2)c1 | nt | nt | nt | nt | -0.1 | 1237 | i | 42 | 2.8 | 2.2 | 3.8 | i | 1 | -15 | -19 | 0.3% | 0.33 | 1438

Entries of single compounds, quoted from the list. Order of values: Myeloid diff 2	Myeloid diff 2 GFP+ MAC1+ %	Hep lipid drop	Hep lipid drop cells 6.5 µM	b-catenin transl	b-catenin transl cell count 5 µM	T cell HTS	T cell HTS vesicle-bound %	MT stabilizer	MT stabilizer Hoechst-high %	MT stabilizer cytotoxicity %	Autophagy HCS	Autophagy HCS cell loss 18 h	WT yeast gro inh	WT yeast gro inh mutant strain	West Nile antiviral	Insulin prom up	Insulin prom up cell count
COc1ccc(C(=O)COC(=O)c2ccc3ccccc3n2)cc1 across the screens: i	0.4	14	605	-0.5	1281	i	43	3.8	2.1	3.1	i	7	16	7	-0.3%	0.18	1385
O=C(Cn1cc(C(F)(F)F)cc(Cl)c1=O)Nc1ccc(N2CCOCC2)cc1 across the screens: i	0.2	4	683	-2.0	1080	i	49	6.0	2.0	12	i	6	-23	15	0.1%	0.5	1206

Other structures follow.
SMILES | Myeloid diff 2 | Myeloid diff 2 GFP+ MAC1+ % | Hep lipid drop | Hep lipid drop cells 6.5 µM | b-catenin transl | b-catenin transl cell count 5 µM | T cell HTS | T cell HTS vesicle-bound % | MT stabilizer | MT stabilizer Hoechst-high % | MT stabilizer cytotoxicity % | Autophagy HCS | Autophagy HCS cell loss 18 h | WT yeast gro inh | WT yeast gro inh mutant strain | West Nile antiviral | Insulin prom up | Insulin prom up cell count
CCN(CC)c1nc2n(c(=O)n1)CCN2CC | i | 0.7 | 2 | 803 | 1.0 | 1190 | i | 51 | 1.5 | 1.7 | 12 | i | 0 | 8 | 11 | 0.0% | 0.27 | 1369
O=[N+]([O-])c1ccc(OCCO)c(P(=O)(c2ccccc2)c2ccccc2)c1 | i | 0.5 | 11 | 724 | 0.4 | 1343 | i | 57 | nt | nt | nt | nt | nt | nt | nt | -0.3% | 0.18 | 971
CCN1CCc2c(sc(NC(=O)c3ccc(S(=O)(=O)N(CC)c4ccccc4)cc3)c2C(N)=O)C1 | + | 3.4* | -2 | 671 | nt | nt | i | 20 | nt | nt | nt | nt | nt | nt | nt | -0.6% | nt | nt
COc1cc(CCCN2C(N)=NC[C@@H]2Cc2ccccc2)cc(OC)c1OC | i | 2.1 | 42 | 683 | -0.4 | 1184 | i | 31 | nt | nt | nt | nt | nt | nt | nt | -0.1% | 0.41 | 895
O=C(Nc1ccc(Oc2ccccc2)nc1)C1CCCCN1Cc1ccc(OCCO)cc1 (stereo unspecified) | i | 0.7 | 7 | 746 | nt | nt | i | 13 | nt | nt | nt | nt | nt | nt | nt | 0.1% | nt | nt
CS(=O)(=O)c1cnc(-c2ccccc2)nc1Oc1ccc(Cl)cc1 | i | 1.4 | 12 | 709 | -1.5 | 1123 | i | 36 | 3.2 | 2.3 | 6.4 | i | -33 | -10 | 8 | 0.4% | 0.1 | 1918
COc1ccc(-n2nc(C(=O)NCC(=O)Nc3cc(OC)c(OC)c(OC)c3)c3ccccc3c2=O)cc1Cl | i | 0.9 | 10 | 828 | nt | nt | i | 24 | nt | nt | nt | nt | nt | nt | nt | 1.7% | nt | nt
O=C(Cn1nnc(-c2ccc(S(=O)(=O)N3CCCC3)cc2)n1)NCC1CCCO1 (stereo unspecified) | i | 9.4 | 16 | 764 | nt | nt | i | 36 | 2.0 | 0.8 | 5.7 | i | 9 | -4 | -19 | 0.4% | -1.4 | 1007
Cc1ccc(NC(=O)/C(Cl)=C/c2ccccc2)cc1C | i | 0.5 | -6 | 673 | -1.3 | 1145 | i | 28 | 3.4 | 2.1 | 7.6 | i | 3 | 50 | 40 | -1.4% | 0.33 | 1457

Compound activity as filed in PubChem BioAssay.
